From PubChem
POLH inh = DNA polymerase eta (human) inhibition. Q9Y253. AID 588591. recombinant Pol eta, fluorescent DNA replication assay. Potency, µM (highest dose often 114 µM), for the others: at the highest dose activity change, negative = inhibition, most hits filed as inhibitors. actives 1.2% (n = 390,000); note: potency is the fitted concentration of half-maximal effect; % is set by controls: 0 for no effect and ±100 for the full control effect
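Pol eta at 10 nM preincubated with compounds 15 min at room temperature; reaction started with fluorescent substrate (50 nM final) and read kinetically at 0 and 10 min.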
Pol iota inh = inhibitors of human DNA polymerase iota | Pol iota fluorescent replication assay, 10 min | actives 1% (n = 390,000) | Q9UNA4 | Potency, µM (doses to about 115 µM), for inactives: at the top dose activity, negative = inhibition, actives largely listed as inhibitors; note: potency is the fitted concentration of half-maximal effect
Target sequence (Q9UNA4 whole entry, looked up): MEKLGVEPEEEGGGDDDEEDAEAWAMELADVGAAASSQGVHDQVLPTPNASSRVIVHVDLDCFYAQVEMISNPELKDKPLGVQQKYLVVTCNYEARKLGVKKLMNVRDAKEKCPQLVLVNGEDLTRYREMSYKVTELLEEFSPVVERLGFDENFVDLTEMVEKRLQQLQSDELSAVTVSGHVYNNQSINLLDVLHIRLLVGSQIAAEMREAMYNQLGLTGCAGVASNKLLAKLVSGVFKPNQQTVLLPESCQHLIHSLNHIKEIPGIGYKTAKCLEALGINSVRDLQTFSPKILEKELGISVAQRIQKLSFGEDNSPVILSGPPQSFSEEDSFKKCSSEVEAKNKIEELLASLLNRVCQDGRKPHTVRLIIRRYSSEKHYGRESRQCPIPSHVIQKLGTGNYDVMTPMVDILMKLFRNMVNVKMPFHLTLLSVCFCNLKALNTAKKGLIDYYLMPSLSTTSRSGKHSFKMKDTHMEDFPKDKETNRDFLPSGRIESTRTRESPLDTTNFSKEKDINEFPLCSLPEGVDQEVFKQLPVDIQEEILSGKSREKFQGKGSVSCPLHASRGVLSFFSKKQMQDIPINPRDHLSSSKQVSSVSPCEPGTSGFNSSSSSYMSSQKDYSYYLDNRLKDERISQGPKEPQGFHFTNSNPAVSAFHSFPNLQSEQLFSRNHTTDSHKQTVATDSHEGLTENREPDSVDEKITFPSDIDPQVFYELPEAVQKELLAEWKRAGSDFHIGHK
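Pol iota at 10 nM preincubated 15 min with compounds at room temperature; reaction started with fluorescent substrate, 50 nM final. Fluorescence read kinetically at 0 and 10 min; buffer-only wells as negative control.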
LDHA block = LDHA (human) enzyme inhibition; P00338; purified LDHA, NADH/diaphorase-resazurin fluorescence; stronger effect = lower value; activity change, % (values are at about 110 or 230 µM); actives 0.15% (n = 480,000); AID 1347041; in the data active = activity change below about -30%; inconclusive = mostly about -25% to -30%;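 note: plate controls were DMSO wells for no effect and wells without enzyme for full effect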
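Resorufin fluorescence (ex540/em590), read at 0 and 20 min after diaphorase/resazurin addition, reports the NADH left after a 5 min room-temperature reaction of 2 nM human LDH5 with 0.06 mM NADH and 0.2 mM pyruvate.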
Pol kappa inh = DNA polymerase kappa (human) inhibition; Q9UBT6; purified Pol kappa, fluorescent DNA synthesis assay, 10 min; Potency, µM (doses to about 107 µM), inactives show top-dose activity, negative = inhibition, most hits filed as inhibitors; actives 0.53% (n = 400,000); AID 588579; note: potency is the fitted concentration of half-maximal effect; % is set by controls: 0 for no effect and ±100 for the full control effect
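10 nM Pol kappa was preincubated with compounds for 15 min at room temperature. Reaction started with 50 nM (final) substrate. Fluorescence read kinetically at 0 and 10 min.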
Apoferritin bind = candidate novel general anesthetic via apoferritin binding; apoferritin/1-aminoanthracene competitive binding, fluorescence; Potency, µM (series often up to 77.5 µM), inactives show at the top dose activity change, negative = displacement, usual class: inhibitors; actives 0.074% (n = 350,000); AID 485281; note: potency is the fitted concentration of half-maximal effect; % is set by controls: 0 for no effect and ±100 for the full control effect; nearly all actives have a fitted effect of over 20% in size
Target sequence (P02791 2-175 limits assumed): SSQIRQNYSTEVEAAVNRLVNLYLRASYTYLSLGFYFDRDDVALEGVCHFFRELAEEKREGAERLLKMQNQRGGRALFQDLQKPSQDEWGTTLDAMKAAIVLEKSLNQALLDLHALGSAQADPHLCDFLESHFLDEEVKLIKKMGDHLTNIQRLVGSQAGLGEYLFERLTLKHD
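Apoferritin-based anesthetic binding model; compound displacement of fluorescent 1-AMA measured as endpoint fluorescence after 10 minutes at room temperature, scaled to free-ligand and complex controls.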
Glioma ERSR ind = induces the endoplasmic reticulum stress response in human glioma cells | Potency, µM, without a hit: at the top dose activation, usual class: activators | U87-MG GRP78 promoter luciferase reporter, 16 h | actives 0.02% (n = 420,000) | AID 602332; note: potency is the fitted concentration of half-maximal effect; series mostly up to about 76 µM; % of control where 0% means no effect; nearly all actives have a fitted effect of over 35% in size
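Stably transfected U87-MG human glioma cells carrying a GRP78-based luminescent sensor were seeded at 1000 cells/well, pin-dosed with compounds and incubated 16 h. Luciferase reagent was then added, and end-point luminescence was read after 10 min at room temperature.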
BLM helicase inh = blocks DNA unwinding by human BLM helicase | recombinant BLM DNA unwinding, fluorescence dequenching | actives 0.2% (n = 350,000) | P54132 | AID 2528 | Potency, µM (series often up to 56.1 µM), without a hit: top-dose activity change, negative = inhibition, usual class: inhibitors;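 note: potency is the fitted concentration of half-maximal effect; plate controls were vehicle for no effect and no enzyme for full effect; nearly all actives have a fitted effect of over 35% in size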
Pol beta inh = blocks human DNA polymerase beta activity; P06746; Pol beta primer extension/strand displacement, fluorescence kinetic; Potency, µM (doses to about 114 µM), for inactives: top-dose activity change, negative = inhibition, usual class: inhibitors; actives 1.3% (n = 340,000); note: potency is the fitted concentration of half-maximal effect; % is set by controls: 0 for no effect and ±100 for the full control effect
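Enzyme-only controls used 10 nM Pol beta; buffer lacking enzyme served as negative control. Compound preincubated 15 min, then 50 nM substrate added; 0 and 10 min reads at room temperature.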
APEX1 inh = APE1 (human) endonuclease inhibition | P27695 | recombinant APE1, TAMRA/BHQ-2 abasic DNA cleavage fluorescence | Potency, µM (titrated, usually from 65.8 µM), for the others: at the top dose activity change, negative = inhibition, most hits filed as inhibitors | actives 0.35% (n = 350,000) | AID 2517;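 note: potency is the fitted concentration of half-maximal effect; plate controls were vehicle for no effect and reference inhibitor for full effect; nearly all actives have a fitted effect of over 55% in size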
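Enzyme (0.75 nM final) and test compound are incubated 15 min at room temperature before adding 50 nM quenched THF abasic-site duplex. Cleavage dequenches TAMRA, followed at 525/598 nm over three reads one minute apart.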
An asterisk follows results filed as active; ? = inconclusive; . = not tested or not shown; & = joins results of further samples; [ ] = another dose, or the depositor's remark. Unless noted, calls come from the whole dose curve; as a rule, active = well fitted curve in the direction sought with a large enough effect; inconclusive = small, poorly fitted or top-dose-only effect, or another doubt; inactive = no such curve, though single readings can be large; an effect the other way counts as inactive or inconclusive.

(1) O=C(O)c1cccc(COCC(F)(F)C(F)F)c1
(2) CC1CCCN(CCCNC(=O)c2ccc(NC(=O)C3=CSCCO3)cc2)C1 (stereo not given)
(3) O=C(NC(=S)N(Cc1ccccc1)c1ccccn1)C1CCCCC1
(4) Cc1cccc[n+]1C1C(c2ccc([N+](=O)[O-])cc2)C(C#N)=C(C(=C=[N-])C#N)NC1(O)C1CC1 (stereo not given)
(5) CC1(C)Cc2nc3sc(C(=O)NCCCO)c(N)c3cc2CO1
(6) Cc1cc2ccccc2n1CCNC(=O)Cc1cccc2ccccc12
(7) CCCCn1c(=O)[nH]c(=O)c2c1nc(-c1ccc(OCCC)c(OCC)c1)n2C
(8) N#CCCn1c(SCC(=O)N2CCN(S(=O)(=O)c3ccccc3)CC2)nc2ccccc21
(9) COc1cc(CN2CCc3c([nH]c4ccccc34)C2)cc(OC)c1
(10) CCOC(=O)C1=C(COC(=O)[C@H](C)NS(=O)(=O)c2ccccc2F)NC(=O)NC1C (stereo not given in full)
screen / no.	1	2	3	4	5	6	7	8	9	10
POLH inh	-7%	-9%	-10%	-4%	1%	-13%	1%	4%	-19%	-15%
Pol iota inh	3%	-17%	23%	-8%	?	?	6%	34%	40%[activator]	28%
LDHA block	1	-6	-4	1	2	-7	-4	0	-9	-1
Pol kappa inh	1%	0%	-1%	4%	-24%	-29%	-4%	-11%	-15%	-4%
Apoferritin bind	-11%	-3%	-8%	-14%	-9%	-1%	1%	-17%	-9%	.
Glioma ERSR ind	4%	-2%	-3%	-4%	0%	-7%	0%	-5%	-5%	1%
BLM helicase inh	-1%	0%	2%	-3%	-4%	1%	-2%	4%	-3%	.
Pol beta inh	30%	17%	1%	28%	-11%	0%	-1%	?	4%	.
APEX1 inh	-3%	23%	3%	-2%	0%	-1%	-5%	0%	7%	8%

(11) Cc1oc(-c2cccs2)nc1CN1CCN(CCC(C)C)C(CCO)C1 (stereo not given)
(12) COC(=O)c1sccc1NC(=O)c1ccc(C(C)C)cc1
(13) Cc1ccc(SC/C(O)=C(\C#N)c2nc3ccccc3s2)cc1
(14) O=C(CSC1=Nc2ccccc2N=C(c2ccc(F)cc2)C1)Nc1ccccc1
(15) COc1ccccc1Nc1nc(N)nc(-c2oc3ccccc3c2C)n1
(16) O=C(O)c1ccc(NC(=O)c2ccccc2NC(=O)c2ccccc2Cl)cc1
(17) Cc1ccc(-n2c(-c3nn(C)c(C)c3Cl)n[nH]c2=S)cc1
(18) CCCCC1(Cc2cccc([N+](=O)[O-])c2)C(=O)N(c2ccccc2)N(c2ccccc2)C1=O
(19) CS/C(=N\S(=O)(=O)c1ccc(N)cc1)NS(=O)(=O)c1cccs1
(20) COc1ccc(C2CC(c3cccs3)=NN2C(=O)CSc2nc(=O)n3ccccc3n2)cc1 (stereo not given)
screen / no.	11	12	13	14	15	16	17	18	19	20
POLH inh	-14%	3%	-1%	-7%	-2%	-6%	-14%	-16%	4%	-15%
Pol iota inh	58%[activator]	102%[activator]	4%	21%	12%	140%[activator]	4%	30%	-12%	25%
LDHA block	1	-2	-1	1	0	-8	-11	1	-8	-1
Pol kappa inh	-4%	-6%	-7%	-9%[60.1 µM]	-3%	-14%	-3%	-7%	-11%	5%
Apoferritin bind	-6%	-21%	6%	?	-15%	0%	-8%	-7%	-9%	.
Glioma ERSR ind	4%	5%	13%	0%	-1%	2%	-4%	-3%	-4%	1%
BLM helicase inh	-1%	-10%	-1%	-4%	-2%	-7%	-3%	-11%	0%	.
Pol beta inh	-6%	1%	2%	-1%	2%	42%	82%	13%	-2%	.
APEX1 inh	3%	40%	16%	.	14%	2%	11%	-1%	-4%	30%

(21) Cc1cc(C)cc(N2CN=c3s/c(=C\c4ccco4)c(=O)n3C2)c1
(22) O=C(CCCN=C1NS(=O)(=O)c2ccccc21)OCC(=O)c1ccccc1Cl
(23) COc1ccc(N2C(=O)C(CC(=O)Nc3ccccc3)N(CCC3=CCCCC3)C2=O)cc1 (stereo not given)
(24) CC(C)(CN1CCN(c2ccccc2)CC1)NS(=O)(=O)c1ccccc1
(25) Cc1cc(C)cc(SCc2noc(C(=O)NCC3CC3)c2C(=O)NCC2CC2)c1
(26) CCN(CC(=O)Nc1c(F)cccc1F)C(=O)Cc1c[nH]c2ccccc12
(27) CC1CC(C(F)(F)C(F)(F)F)n2nc(C(=O)O)cc2N1 (stereo not given)
(28) CCCN1CCCc2cc(CN)ccc21
(29) Cc1cc(C)n2nc(SCc3c(F)cccc3Cl)nc2n1
(30) Cc1ccc(-c2cc(C(F)F)n3ncc(C(=O)Nc4c(C)nn(Cc5ccccc5Cl)c4C)c3n2)cc1
screen / no.	21	22	23	24	25	26	27	28	29	30
POLH inh	?	-24%	-15%	-5%	-25%	-8%	?	89µM*	-5%	-20%
Pol iota inh	8%	58%[activator]	9%	29%	?	12%	-22%	3.2µM*	?	1%
LDHA block	-5	-8	2	-3	0	-7	1	24	-2	-7
Pol kappa inh	2%	-5%	-11%	-18%	-11%	-4%	-10%	0%	15%	-4%
Apoferritin bind	6%	.	-2%	-19%	.	.	-7%	2%	4%	-11%
Glioma ERSR ind	-3%	6%	1%	-2%	-2%	-7%	-2%	-2%	13%	-7%
BLM helicase inh	-6%	.	-9%	2%	.	.	-9%	-6%	-4%	-2%
Pol beta inh	?	.	?	16%	.	.	?	10%	7%	23%
APEX1 inh	?	7%	.	1%	.	2%	-3%	-3%	10%	4%

(31) O=C1NC(=S)N/C1=C/c1ccc(-c2c(Br)cc([N+](=O)[O-])cc2Br)o1
(32) C=CC[N+]1(CC(=O)NCc2ccc(NC(C)=O)cc2)CCOCC1
(33) CCCCN(C(=O)c1oc2ccc(OCC)cc2c1C)c1c(N)n(CCCC)c(=O)[nH]c1=O
(34) Cc1ccccc1CSc1ncnc2ccccc12
(35) C=CCN1c2ccccc2C(=O)C(C)S1(=O)=O (stereo not given)
(36) CCc1nc2sc3c(c2c(=O)n1NC(=O)CCl)CCCC3
(37) O=C(NNC(=O)c1cccnc1)Nc1ccc([N+](=O)[O-])cc1
(38) O=C(CN1CCN(C(=O)c2cccc(F)c2)CC1)NC1CCCCC1
(39) COc1cc(/C=C(\C#N)C(=O)NC(C)C)ccc1OCc1ccc(C(=O)O)cc1
(40) CS(=O)(=O)N(CC(=O)Nc1ccc2c(c1)OCO2)Cc1ccccc1
screen / no.	31	32	33	34	35	36	37	38	39	40
POLH inh	.	-2%	?	?	-8%	-8%	-26%	-15%	-23%	11%
Pol iota inh	.	19%	-26%	63%[activator]	21%	-11%	142%[activator]	-4%	?	-6%
LDHA block	.	-10	-4	-5	2	1	-4	-2	-3	1
Pol kappa inh	.	-1%	-2%	-4%	5%	-12%	-2%	7%	-25%	-4%
Apoferritin bind	0%	5%	.	?	.	-10%	9%	-4%	-9%	-3%
Glioma ERSR ind	.	-5%	-3%	0%	-2%	?	-2%	-3%	0%	-3%
BLM helicase inh	-15%	1%	.	-4%	.	0%	1%	-1%	2%	-1%
Pol beta inh	8.9µM*	-1%	.	3%	.	?	-5%	19%	16%	6%
APEX1 inh	-11%	-5%	-2%	-7%	5%	1%	1%	-8%	-8%	14%

A second format for some results above.
The line under a structure holds: POLH inh, Pol iota inh, LDHA block, Pol kappa inh, Apoferritin bind, Glioma ERSR ind, BLM helicase inh, Pol beta inh, APEX1 inh
35	C=CCN1c2ccccc2C(=O)C(C)S1(=O)=O (stereo not given)
 : -8%, 21%, 2, 5%, ., -2%, ., ., 5%
36	CCc1nc2sc3c(c2c(=O)n1NC(=O)CCl)CCCC3
 : -8%, -11%, 1, -12%, -10%, ?, 0%, ?, 1%
37	O=C(NNC(=O)c1cccnc1)Nc1ccc([N+](=O)[O-])cc1
 : -26%, 142%[activator], -4, -2%, 9%, -2%, 1%, -5%, 1%
38	O=C(CN1CCN(C(=O)c2cccc(F)c2)CC1)NC1CCCCC1
 : -15%, -4%, -2, 7%, -4%, -3%, -1%, 19%, -8%
39	COc1cc(/C=C(\C#N)C(=O)NC(C)C)ccc1OCc1ccc(C(=O)O)cc1
 : -23%, ?, -3, -25%, -9%, 0%, 2%, 16%, -8%
40	CS(=O)(=O)N(CC(=O)Nc1ccc2c(c1)OCO2)Cc1ccccc1
 : 11%, -6%, 1, -4%, -3%, -3%, -1%, 6%, 14%

Further structures follow:
(41) COc1ccc(-c2c(C)nn3c(N4CCC(C(=O)NCCN(C)C)CC4)cc(C)nc23)cc1OC
(42) COc1ccc(CCC(=O)NCCc2csc(-c3cccc(F)c3)n2)cc1
(43) Oc1cccc(Nc2cc(-c3ccccc3)ncn2)c1
(44) CN1CC(c2ccccc2)C2(COc3ccccc3C2=O)C12C(=O)Nc1ccccc12 (stereo not given)
(45) O=C(c1c[nH]c(C(=O)N2CCN(Cc3ccccc3)CC2)c1)C1CCCCC1
(46) O=C(O)c1ccc2nc(-c3ccccc3)sc2c1
(47) O=C(Nc1ccc2c(c1)OCCO2)NC1(C(F)(F)F)Oc2ccccc2O1
(48) CCCN1CCC(=O)N(CCN=[N+]=[N-])CC1
screen / no.	41	42	43	44	45	46	47	48
POLH inh	-13%	-22%	-23%	-16%	-12%	-10%	-10%	5%
Pol iota inh	6%	22%	-9%	3%	30%	8%	-17%	-29%&25%
LDHA block	-5	-3	0	-2	-1	-16	14&57	-9
Pol kappa inh	-17%	-5%[60.1 µM]	-15%	-22%	0%	-4%	-18%	-2%&-17%
Apoferritin bind	-12%	-12%	1%	-13%	-9%	-3%	-10%	-9%
Glioma ERSR ind	0%	-1%	4%	-1%	-7%	-15%	-2%	-2%&-3%
BLM helicase inh	2%	2%	-9%	-9%	-5%	1%	-7%	1%
Pol beta inh	-3%	11%	0%	38%	10%	11%	23%	32µM*
APEX1 inh	2%	.	.	-7%	-2%	4%	-5%	-1%

An excerpt; rates above refer to the full screens.
